EPAC2 agonist: EPAC2 (human) agonism. Q8WZA2. EPAC2 activation, biochemical qHTS; response scale: 100% = 6.5 mM cAMP response. Potency, µM (doses to about 154 µM), inactives show top-dose activation, usual class: activators. hit rate 0.079% among 360,000; also: potency is read from the fitted curve at half-maximal effect; nearly all actives have a fitted effect of over 50% in size
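Readout is BODIPY fluorescence (480 nm excitation, 540 nm emission), which falls as labeled GDP is exchanged off Rap1B. EPAC2 at 100 nM acted on 250 nM RAP1B-BODIPY-GDP with 50 uM GDP present.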
pAkt inh: blocks phosphorylation of Akt | Neuro2A IGF-stimulated pAkt S473 HTRF, 20 min; active compounds read low | activity change, % for hits at 50 µM | hit rate 0.32% among 360,000; in the data active = activity change below about -80%; inconclusive = mostly about -51% to -80%; also: % is scaled to controls: 0 for no effect and ±100 for the full control effect
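Neuro2A cells in DMEM with 0.5% FBS, overnight at 37 deg C, given compound at single 50 µM final, then IGF (6 nM final) for 20 min at 37 deg C. Lysed; phospho-Akt Ser473 by HTRF after 24 h, 665/615 ratio.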
PTHR1 ag: activates the human parathyroid hormone receptor PTHR1; HEK293 GP2 PTHR1 cells, GloSensor cAMP luminescence, 1 h; Potency, µM (doses to about 115 µM), for inactives: top-dose activation, actives largely listed as activators; hit rate 0.075% among 410,000; Q03431; also: potency is read from the fitted curve at half-maximal effect; nearly all actives have a fitted effect of over 55% in size; some results filed as inactive show a strong effect at the top dose; inactives centre near -15; many of its hits are not listed in these tables
Target sequence (Q03431 whole entry, looked up): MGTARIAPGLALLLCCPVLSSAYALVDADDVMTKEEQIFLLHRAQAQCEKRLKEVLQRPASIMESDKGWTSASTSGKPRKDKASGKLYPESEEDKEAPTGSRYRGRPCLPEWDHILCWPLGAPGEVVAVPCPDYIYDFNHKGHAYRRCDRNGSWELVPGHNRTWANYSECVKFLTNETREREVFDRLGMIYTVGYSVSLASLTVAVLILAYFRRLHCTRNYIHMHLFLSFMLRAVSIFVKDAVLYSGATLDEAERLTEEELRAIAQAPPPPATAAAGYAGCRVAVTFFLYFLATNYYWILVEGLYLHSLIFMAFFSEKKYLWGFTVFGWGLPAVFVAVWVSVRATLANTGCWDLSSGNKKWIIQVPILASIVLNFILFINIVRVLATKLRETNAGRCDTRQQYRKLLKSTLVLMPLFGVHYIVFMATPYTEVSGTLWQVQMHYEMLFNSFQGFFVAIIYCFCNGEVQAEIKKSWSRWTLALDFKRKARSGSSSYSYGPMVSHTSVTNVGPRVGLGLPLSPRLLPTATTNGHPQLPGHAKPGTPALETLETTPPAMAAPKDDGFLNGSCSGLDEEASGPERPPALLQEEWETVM
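HEK-293-derived GP2 cells expressing PTHR1 and a GloSensor cAMP reporter, 3,000/well, plated overnight, given luciferin plus IBMX (each 0.5 mM as added) for 1 h at 37 °C, then compound for 1 h at 37 °C. Luminescence was read after 15 min at room temperature.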
Mm-Cpn inhibitor: blocks the Methanococcus maripaludis chaperonin Mm-Cpn | AID 504842 | purified Mm-Cpn ATPase, ADP Transcreener TR-FRET | hit rate 0.031% among 330,000 | Potency, µM (highest dose often 76.9 µM), for the others: at the highest dose activity, negative = inhibition, usual class: inhibitors; also: potency is read from the fitted curve at half-maximal effect; % is scaled to controls: 0 for no effect and ±100 for the full control effect; nearly all actives have a fitted effect of over 80% in size
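Measured: ADP formation by purified Mm-CPN. Conditions: 25 nM protein, 10 uM ATP, Tris pH 7.4 with Mg2+, K+ and DTT, 37°C for 30 min. Detection: Transcreener HTRF after 30 min at room temperature.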
DRD3 agonist: agonists of human D3 dopamine receptor. D3R DiscoveRx beta-arrestin cells, luminescence, 90 min. AID 652048. hit rate 0.58% among 410,000. max activation, %; in the data active = max activation above about 30%; also: 0% is about no effect; mostly tested at two doses, the higher about 12 µM
Target sequence (P35462 whole entry, looked up): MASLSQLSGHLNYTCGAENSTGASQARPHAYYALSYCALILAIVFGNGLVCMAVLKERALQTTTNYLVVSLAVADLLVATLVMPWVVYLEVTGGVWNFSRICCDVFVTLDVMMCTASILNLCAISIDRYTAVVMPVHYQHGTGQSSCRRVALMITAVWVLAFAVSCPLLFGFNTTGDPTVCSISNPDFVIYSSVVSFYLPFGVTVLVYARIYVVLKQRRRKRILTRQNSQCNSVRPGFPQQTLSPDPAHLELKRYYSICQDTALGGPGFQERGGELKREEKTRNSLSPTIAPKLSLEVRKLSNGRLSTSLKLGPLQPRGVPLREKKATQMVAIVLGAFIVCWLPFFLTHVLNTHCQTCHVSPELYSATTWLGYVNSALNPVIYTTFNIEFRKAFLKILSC
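Agonist mode: compounds and dopamine controls were applied to plated cells for 90 min at 37 degrees C after an overnight attachment at 1500 cells/well. Luminescent read-out followed 30 - 60 minutes at room temperature with DiscoveRx detection reagent.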
D3 antag: blocks the human D3 dopamine receptor; max response, negative = inhibition, %; P35462; D3R cells, DiscoveRx beta-arrestin luminescence, antagonist mode; active compounds read low; hit rate 2.5% among 360,000; in the data active = max response below about -50%; inconclusive = no clear call, values can overlap the other calls; also: % is scaled to controls: 0 for no effect and ±100 for the full control effect; mostly tested at two doses, the higher about 12 µM
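Cells expressing the human receptor were seeded at 1500 cells/well, incubated overnight at 37 degrees C in 5% CO2, then exposed to library compounds with dopamine controls for 90 minutes at 37 degrees C before luminescent detection.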
EPAC2 antag: EPAC2 (human) antagonism. EPAC2 GEF exchange of Rap1B-BODIPY-GDP, fluorescence. Q8WZA2. hit rate 0.18% among 360,000. Potency, µM (series often up to 114 µM), for the others: at the top dose activity, negative = inhibition, actives largely listed as inhibitors. AID 720708; also: potency is read from the fitted curve at half-maximal effect; % is scaled to controls: 0 for no effect and ±100 for the full control effect; nearly all actives have a fitted effect of over 45% in size; many of its hits are not listed in these tables
CCT chaperon mod: changes cytosolic chaperonin activity | purified chaperonin ATPase assay, HTRF ADP detection, 30 min | activity change, % (no concentration beside the values), hits read low | hit rate 0.3% among 360,000 | AID 651819; in the data active = activity change below about -30%; also: % is scaled to controls: 0 for no effect and ±100 for the full control effect
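Enzyme 40 or 20 nM (batch-dependent) in Tris pH 7.4/KCl/MgCl2/DTT; cpd 76 uM single point; ATP 10 uM; 30 min 37 °C; Transcreener ADP HTRF detection, 30 min RT; ratio 665/615.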
* marks the source's active call; other numbers are inactive results; i = inactive; ? = inconclusive; . = no result given; & = joins results of further samples; [ ] = remark or other dose. Unless noted, calls follow the shape of the dose curve; as a rule, active = well fitted curve in the direction sought with a large enough effect; inconclusive = small, poorly fitted or top-dose-only effect, or another doubt; inactive = no such curve, though single readings can be large; an effect the other way counts as inactive or inconclusive. Only part of the results is shown; count on the stated rates, not on these rows.

Molecule	pAkt inh	EPAC2 agonist	Mm-Cpn inhibitor	PTHR1 ag	EPAC2 antag	CCT chaperon mod	DRD3 agonist	D3 antag
O=C(NCc1cccnc1)C(=O)C1C(=O)Nc2ccccc21 (configuration not stated)	i	5%	1%	?	4%	-0.2	4	2
CCOc1ccc(C(=O)Cn2cnnc2C#N)cc1	i	18%	1%	i	-3%	-1.3	-18	-20
O=C(CSc1nc2ccccc2c(=O)[nH]1)N1CCN(c2ccccc2F)CC1	i	12%	3%	-3%	-1%	-1.5	-7	-1
CCCCCCCC(=O)N1CCN(c2cc3c(cc2F)c(=O)c(C(=O)O)cn3CC)CC1	i	-6%	0%	i	16%	1.3	4	-1
O=C(Nn1cnc2ccccc2c1=O)C1CCCCC1	i	11%	-1%	i	-4%	-0.2	-6	9
COc1ccc(-c2nc(NC(=O)c3ccccc3)sc2-c2ccc([N+](=O)[O-])cc2)cc1	i	6%	-7%	-30%	21%	0.1	-24	-27
COc1ccc(CCNC(=O)CN(c2cccc([N+](=O)[O-])c2)S(C)(=O)=O)cc1	i	7%	1%	i	-5%	-0.1	5	3
O=C(NCCCO)C(=O)NCc1ccccn1	i	13%	-3%	-1%	8%	0.4	3	7
O=C(CN1CCN(C(c2ccccc2)c2ccccc2)CC1)N1CCN(c2ccccc2)CC1	i	14%	2%	i	-7%	-2.4	-12	-8
Cc1cccc(NC(=O)CCS(=O)(=O)c2cccc3nsnc23)c1C	i	4%	?	-25%	0%	-2.2	-19&-2	-9
O=c1[nH]c(C2CCCN(S(=O)(=O)c3ccccc3)C2)nc2c1nnn2Cc1cccc(Cl)c1 (configuration not stated)	i	13%	-1%	-26%	0%	0.1	10	12
C=CCn1c(=O)c2ccccc2n2c(SCC(=O)O)nnc12	i	0%	-23%	i	4%	-1.0	11	-4
CCN1C(=O)[C@@H]2[C@@H](c3ccc(-c4ccc5c(c4)OCO5)c(OC)c3)N3CCC[C@@]3(C(=O)OC)[C@@H]2C1=O	i	8%	1%	i	7%	-2.6	4	-13
CCCS(=O)(=O)c1c(S(=O)(=O)CCC)c2ccc(C(C)=O)cn2c1C(=O)OC	i	6%	0%	i	?	0.1	-5	6
Cc1ccc(NC(=O)C(C)N2CCN(C)CC2)cc1S(=O)(=O)N1CCOCC1 (configuration not stated)	i	3%	-1%	i	-9%	-0.1	1	-17
O=C(CSc1nnc(-c2cccs2)o1)Nc1cccc(S(=O)(=O)N2CCCCC2)c1	i	-4%	-2%	i	0%	-0.1	-5	-10
COc1ccc(-c2cn3ccccc3n2)cc1[N+](=O)[O-]	i	3%	3%	-58%[inhibitor]	-7%	-5.0	-9	-21
O=C(CC(c1ccccc1)c1ccccc1O)N1CCCC1 (configuration not stated)	i	-9%	2%	-22%[57.5 µM]	6%	-2.6	0	5
COC(=O)CC1=Nc2ccccc2NC(=O)C1	i	3%	2%	-1%[57.5 µM]	0%	0.3	-5	-17
CC(=O)c1ccc(N(C(=O)CNC(=O)c2cccs2)C(C(=O)NCC2CCCO2)c2ccccc2)cc1 (configuration not stated)	i	9%	-4%	i	1%	-0.5	10	26
COc1ccc(NC(=O)c2cc(-c3ccccc3)on2)cc1	i	2%	0%	i	7%	-1.2	-1	6
Cc1cc(/C=N/NC(N)=S)c(C)n1-c1ccc(Cl)cc1	i	2%	-1%	-16%	4%	-2.7	-11	-58*
Cc1c(NC(=O)CN2CCCC(C)C2)ccc2nsnc12 (configuration not stated)	i	8%	-3%	0%	0%	-2.6	-10	0
O=C(COc1ccccc1)NC(=S)Nc1cccc(NC(=O)c2ccccc2Cl)c1	i	23%	-1%	-6%	11%	0.9	-10	?
CC12CC3(C)CC(C)(C1)CC(C(=O)NCC(=O)O)(C2)C3	i	0%	1%	-2%	8%	0.6	6	8
CC1=N/C(=C\c2ccc([N+](=O)[O-])cc2)C(=O)N1c1ccc(Br)c(C)c1	i	12%	-1%	-16%[57.5 µM]	-10%	-0.5	-1	11
O=C(NN=C(Cc1ccccc1)Cc1ccccc1)C1CC1	i	-5%	0%	i	-8%	0.4	-7	6
Cc1nnc2ccc(-c3ccc(NS(=O)(=O)c4ccc(F)cc4F)cc3)nn12	i	1%	1%	-21%	-7%	0.2	5	8
Cc1nc(SCC(=O)NC2CCCC2)[nH]c(=O)c1C	i	14%	2%	-8%	7%	-0.1	0	3
CC[C@]12c3[nH]c4cc(CCC(=O)N(C)C)ccc4c3CCN1C(=O)[C@@H](CC(=O)NC(C)(C)C)C[C@@H]2C(=O)N1CCN(C(=O)c2ccco2)CC1	i	1%	3%	-15%	-8%	2.1	17	34

As a working copy, 2 of the compounds above.
Molecule	pAkt inh	EPAC2 agonist	Mm-Cpn inhibitor	PTHR1 ag	EPAC2 antag	CCT chaperon mod	DRD3 agonist	D3 antag
COc1ccc(CCNC(=O)CN(c2cccc([N+](=O)[O-])c2)S(C)(=O)=O)cc1	i	7%	1%	i	-5%	-0.1	5	3
O=C(NCCCO)C(=O)NCc1ccccn1	i	13%	-3%	-1%	8%	0.4	3	7

Back to the main list; the 5 compounds before the break are reprinted first.
Molecule	pAkt inh	EPAC2 agonist	Mm-Cpn inhibitor	PTHR1 ag	EPAC2 antag	CCT chaperon mod	DRD3 agonist	D3 antag
CC1=N/C(=C\c2ccc([N+](=O)[O-])cc2)C(=O)N1c1ccc(Br)c(C)c1	i	12%	-1%	-16%[57.5 µM]	-10%	-0.5	-1	11
O=C(NN=C(Cc1ccccc1)Cc1ccccc1)C1CC1	i	-5%	0%	i	-8%	0.4	-7	6
Cc1nnc2ccc(-c3ccc(NS(=O)(=O)c4ccc(F)cc4F)cc3)nn12	i	1%	1%	-21%	-7%	0.2	5	8
Cc1nc(SCC(=O)NC2CCCC2)[nH]c(=O)c1C	i	14%	2%	-8%	7%	-0.1	0	3
CC[C@]12c3[nH]c4cc(CCC(=O)N(C)C)ccc4c3CCN1C(=O)[C@@H](CC(=O)NC(C)(C)C)C[C@@H]2C(=O)N1CCN(C(=O)c2ccco2)CC1	i	1%	3%	-15%	-8%	2.1	17	34
CC(=O)c1sc(NC(=O)c2cc3c(C)nn(-c4ccccc4)c3s2)nc1C	i	-1%	-13%	i	1%	-1.6	3	0
O=C(CCCOc1ccc(Cl)cc1Cl)Nc1ncccn1	i	5%	1%	-3%	-1%	-1.4	4	5
COc1ccc(F)cc1C(=O)C1CCCN(Cc2cccn2-c2cccnc2)C1 (configuration not stated)	i	15%	1%	-8%	0%	0.4	-21	-96*
Cc1ccc(/C=C2\SC(N3CCCCC3)=NC2=O)cc1	i	8%	-2%	-13%	-1%	-3.0	-9	-4
Cc1ccc(-n2nc(C)c(C(=O)N3CCN(C(=O)c4ccco4)CC3)c2-n2cccc2)cc1	i	-1%	2%	i	1%	1.8	1	20
COc1ccc(S(=O)(=O)N2CCCC(C(=O)NCCN3CCOCC3)C2)cc1C (configuration not stated)	i	4%	3%	-17%	16%	-5.0	-17	-14
CCn1c(-c2cccc(Cl)c2)n[nH]c1=S	i	0%	-8%	-1%[57.5 µM]	2%	-0.2	-3	?
CCc1ccc(C(C)NC(=O)c2cccs2)cc1 (configuration not stated)	i	5%	.	-26%	?	0.5	13	2
CCn1nc(C)c(C(=O)Nc2cc(Oc3ccc(Cl)cc3)cc([N+](=O)[O-])c2)c1C	i	-1%	-4%	-9%[57.5 µM]	-1%	-1.2	1	14
NC(c1ccccc1)c1csc(NC(=O)Nc2cccc(C(F)(F)F)c2)n1 (configuration not stated)	i	9%	.	i	-4%	-0.8	19	18
COc1ccc(NC(=O)C2Cc3c(-c4ccc(NC(C)=O)cc4)ccnc3O2)cc1 (configuration not stated)	i	15%	.	5%	-17%	1.2	-2	-20
CCC(=O)N1Cc2cc(C(=O)NCC(F)(F)F)nc(-c3cccc(-c4cncnc4)c3)c2[C@@H]1CCO	i	6%	.	-10%	3%	-4.3	-18	0
Cc1nc(-c2cccnc2)sc1C(N)=O	i	-9%	0%	i	-2%	-4.0	-1	7
COc1cccc(OCCn2ccnc2)c1	.	1%	0%	i	26%	0.0	-18	19
CCS(=O)(=O)N1Cc2ccccc2CC1C(=O)Nc1ccc(C)cc1 (configuration not stated)	.	2%	-3%	-18%	5%	-0.6	-1	10
CN(C(=O)c1cccc(NC(=O)Cc2cccc(NC(=O)C3CCCN(C(=O)C4CC4)C3)c2)c1)C1CCC1 (configuration not stated)	i	8%	.	-4%	5%	-2.5	10	0
CC(=O)c1ccc(OCC(=O)N(C2CCCCC2)C2CCS(=O)(=O)C2)cc1 (configuration not stated)	i	4%	-1%	i	6%	-5.5	7	25
C[C@H](NS(=O)(=O)c1ccc(Cl)cc1)C(=O)OCC(=O)NC(=O)Nc1ccc2c(c1)OCCO2	i	9%	-2%	i	-2%	-2.3	7	8
Cc1nc(CNS(=O)(=O)c2cccs2)cs1	i	-13%	1%	-23%	6%[57.1 µM]	1.8	3	11
CN(C)c1cccc2c(S(=O)(=O)N3CCOCC3)cccc12	i	0%	-5%	i	-1%	-3.3	1	14
CC(=O)c1ccc(Sc2ccccc2)c([N+](=O)[O-])c1	i	5%	-2%	-19%	-18%	-1.5	7	2
CCn1nc(NC(=O)CC(C)C)c2cc3ccc(C)cc3nc21	i	-5%	1%	i	-7%	0.5	4	13
Cc1ccccc1S(=O)(=O)/N=C(/Nc1nc2ccccc2s1)c1ccccc1	i	-2%	0%	-78%[inhibitor]	7%	0.2	-3	-12
C[C@@H]1CC[C@H]2C(=O)N3[C@@H](CC[C@@H](C)[C@@H]3c3ccc(Br)cc3)C(=O)N2[C@H]1c1ccc(Br)cc1	i	11%	-4%	-10%	0%	0.2	11	28
O=C1CC(c2ccco2)CC(O)=C1C=NCC1NCCc2ccccc21 (configuration not stated)	i	0%	0%	i	15%	1.2	1	-26

Screening results from PubChem BioAssay.
